KB-3-1 cytotox: KB-3-1 parental cell cytotoxicity. KB-3-1 viability, CellTiter-Glo ATP luminescence, 72 h. Potency, µM (titrated, usually from 46.1 µM), for inactives: at the highest dose activity change, negative = cytotoxic, actives largely listed as cytotoxic. hit rate 1.4% among 400,000; further: nearly all actives have a fitted effect of over 60% in size
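Viability of parental KB-3-1 cells, measured by CellTiter-Glo luminescence, followed a 72 h incubation at 37 °C with pinned compounds in phenol-red-free DMEM containing 10% FBS.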
ATXN2 expr inh: reduces ATXN2 reporter expression in HEK-293 cells | HEK-293 ATXN2-luciferase reporter, luminescence, 24 h | Potency, µM (top dose mostly 57 µM), for the others: at the top dose activity change, negative = inhibition, most hits filed as inhibitors | hit rate 0.72% among 360,000 | AID 1745845; further: nearly all actives have a fitted effect of over 55% in size
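ATXN2-luciferase reporter cells (luciferase flanked by upstream and downstream ATXN2 gene portions) were treated 24 h at 37 °C with compounds at up to 57 uM. SteadyGlo luminescence gave expression; GF-AFC fluorescence gave viability.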
KB-V1 MDR tox: kills drug-selected multidrug resistant KB-V1 cells. KB-V1 MDR cells viability, CellTiter-Glo, 72 h. Potency, µM (highest dose often 46.1 µM), inactives show at the top dose activity change, negative = cytotoxicity, most hits filed as cytotoxic. hit rate 3.4% among 400,000. AID 1347076; further: nearly all actives have a fitted effect of over 60% in size
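Following 72 h at 37 degrees C with compound, KB-V1 cell viability was read by CellTiter-Glo luminescence, medium being phenol-red-free DMEM plus 10% FBS; concentration-response parameters came from normalized, curve-fitted qHTS data.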
* hit, by the source's call; u = inconclusive; [ ] = dose if it differs, or a comment. The call rests on the fitted dose curve; in most records, active means well fitted curve in the direction sought with a large enough effect; inconclusive means small, poorly fitted or top-dose-only effect, or another doubt; inactive means no such curve, though single readings can be large; an effect the other way counts as inactive or inconclusive. On the % scale 0 is the no-effect control and ±100 the full control effect; potency means the concentration at half of the fitted maximal effect. Not all compounds are listed, so the mix of outcomes need not match the whole.

SMILES	KB-3-1 cytotox	ATXN2 expr inh	KB-V1 MDR tox
Cc1ccc(C(=O)Nc2nnc(S(=O)(=O)N3c4ccccc4CC3C)s2)cc1 (stereo not given)	-16%	9%	8%
CC(=O)c1ccc(Nc2nc3c(S(=O)(=O)c4ccccc4)nnn3c3ccc(Cl)cc23)cc1	-2%	10%	22%
COc1ccccc1NC(=O)c1oc2ccccc2c1NC(=O)C(C)C	-1%	-11%	3%
Cc1cccc(N2CCN(C(=O)Cn3ncc4c5ccccc5n(C)c4c3=O)CC2C)c1 (stereo not given)	5%	6%	-1%
N#Cc1cc2c(=O)n3ccccc3nc2n(-c2nnc(SCc3ccccc3)s2)c1=O	-2%	10%	2%
CC(=O)N1CCCc2cc(S(=O)(=O)N3CCC(C(=O)N(Cc4ccccc4)C(C)C)CC3)ccc21	-24%	-7%	-22%
COc1ccc(S(=O)(=O)c2nnn(-c3ccc(C)c(Cl)c3)c2C)cc1	u	-33%	-30%
COc1ccc(Nc2ncc(C(=O)Nc3cc(Cl)c(OC)cc3OC)c3ccccc23)cc1	7%	9%	14%
COc1ccc2c(c1)NC(c1ccc(Cl)cc1)=NC(c1cccs1)=N2	5%	1%	-4%
CCCNC(=O)Cn1nc(-c2ccc(C)c(C)c2)c2cnc3ccc(OC)cc3c21	-9%	-15%	13%
COc1ccc(S(=O)(=O)Nc2cccc(-c3ccc(N4CCC(C)CC4)nn3)c2)cc1OC	u	-29%	14%
O=C(CN1C(=O)COc2ccc(S(=O)(=O)NC3CCCC3)cc21)NCc1ccc(Cl)cc1	-16%	-12%	-4%
CCOC(=O)c1ccc(N2C(=O)c3n[nH]c(-c4ccco4)c3C2c2cccc(OC)c2)cc1 (stereo not given)	u	u	u
CC(C)C(=O)Nc1nnc2n1CCS2	7%	5%	3%
COCCn1c(SCC(=O)Nc2ccc(Br)cc2)nc2c([nH]c3ccccc32)c1=O	9%	-9%	u
Cn1c(=O)n(C)c2cc(NS(=O)(=O)c3ccc(Br)cc3)c(NCc3ccccc3)cc21	-3%	46%[activator]	u
Cc1cc(Cl)ccc1NC(=O)CN1C(=O)C(=O)c2ccccc21	12%	-5%	33%
COc1ccc(C(=O)Nc2cc(-c3cccc(C)c3)nn2-c2ccccc2)cc1	-11%	-2%	7%
O=C(Nc1c(C(=O)c2ccc(F)cc2)oc2ccccc12)c1cc(-c2ccccc2)on1	4%	-1%	3%
Cn1c(=O)c2c(nc(NCc3ccccc3)n2Cc2ccccc2Cl)n(C)c1=O	-16%	2%	-21%
CC(=O)c1ccc(NC(=O)c2ccc(-n3cnnc3)cc2)cc1	15%	2%	18%
Cc1ccc(-n2c(=O)c3c4c(sc3n(Cc3ccccc3C)c2=O)CCC4)cc1C	2%	-11%	0%
CCOc1ccc(C(=O)c2cn(Cc3ccccc3OC)c3ccc(F)cc3c2=O)cc1	22%	-11%	-1%
Cc1ccc2oc(C(=O)NCC(c3ccc(Cl)cc3)N3CCOCC3)c(C)c2c1 (stereo not given)	-12%	u	-29%
COc1ccc(-c2cc(C(F)(F)F)nc(SCC(=O)Nc3ccc(O)cc3)n2)cc1OC	4%	0%	-22%
Cc1cc(N2CCCCC2)nc2ccc(NC(=O)CCC(=O)N3CCN(c4cccc(Cl)c4)CC3)cc12	u	-7%	-7%
CCC(=O)N1CCc2cc(S(=O)(=O)NC(C(=O)NCCc3ccc(Cl)cc3)C(C)C)ccc21 (stereo not given)	-11%	-7%	-14%
CC(NC(=O)C(=O)Nc1c2c(nn1-c1ccc(F)cc1)CSC2)c1ccccc1 (stereo not given)	11%	4%	-10%
CC1CCCN(Cc2c(O)ccc3c(=O)c(-c4ccc(Cl)cc4)c(C(F)(F)F)oc23)C1 (stereo not given)	3%	14%	4%
COc1ccc(-c2cc3nc(-c4ccccc4)cc(C(F)(F)F)n3n2)cc1	3%	1%	-12%
COCCN1Cc2cccc(C(=O)Nc3ccc(C)cc3C)c2C1=O	9%	-8%	7%
O=c1n(Cc2ccccc2)nc2n1-c1cc(Cl)ccc1OC2	-8%	15%	-3%
CCc1cccc(CC)c1NC(=O)Cn1nnc2sc(-c3ccccc3)cc2c1=O	7%	6%	26%
CCOC(=O)CSc1nc2ccc(NC(=O)COc3ccccc3C)cc2s1	12%	-14%	20%
CCc1ccc(NS(=O)(=O)c2ccc3[nH]cc(C(=O)NC4CCCC4)c(=O)c3c2)cc1	0%	u	0%
Cc1ccc(S(=O)(=O)N2CCc3cc(C(=O)Nc4ccc(C)c(C)c4)ccc32)cc1	1%	12%	-2%
CCCN(CCC)C(=O)Cn1c(=O)n(-c2cccc(C)c2)c(=O)c2c1c1cc(OC)ccc1n2C	6%	-19%	24%
CCCCN(C)CCCNC(=O)C1CCN(c2nc3ccc(CC)cc3s2)CC1	0%	u	-14%
Cc1ccc2c(c1)C(=O)C(=O)N2Cc1ccc(OC(C)C)cc1	u	u	u
O=C(c1ccccc1Cl)N1CCN(CCc2ccccn2)CC1	18%	0%	3%

(listing goes on)
mol	KB-3-1 cytotox	ATXN2 expr inh	KB-V1 MDR tox
O=C(NCCc1csc(-c2ccc(F)cc2)n1)c1cccs1	-18%	u	4%
Cc1ccc(S(=O)(=O)C(CNC(=O)Cc2ccc(Cl)cc2)c2cccs2)cc1 (stereo not given)	-2%	-11%	u
COc1cc(Nc2ncnc3onc(-c4ccc(Cl)cc4)c23)cc(OC)c1	0%	6%	0%
COc1ccc(CNC(=O)C(=O)NCC(c2cccs2)S(=O)(=O)c2cccs2)cc1 (stereo not given)	6%	8%	-9%
O=C(Nc1cccc(C(=O)N2CCN(c3ccc(F)cc3)CC2)c1)c1nsc2ccccc12	-18%	u	-10%
Cc1ccc(NC(=O)c2sc3ncnc(N(C)C4CCCCC4)c3c2C)c(C)c1	12%	7%	16%
COC(=O)c1cc2oc(C)cc2n1CC(=O)Nc1cc(Cl)ccc1OC	0%	10%	-7%
COc1ccc(C2CC(=O)c3cc(-c4nc(-c5cccc([N+](=O)[O-])c5)cs4)c(=O)n(-c4cc(C)cc(C)c4)c3C2)cc1 (stereo not given)	13%	3%	9%
Cc1ccc(C)c(Nc2nn3c(=O)c4ccc(C(=O)NC5CCCCC5)cc4nc3s2)c1	-2%	-4%	u
Cc1ccc(CNC(=O)c2ccc3c(c2)N(Cc2cccc(C)c2)C(=O)CS3)cc1	5%	-2%	-10%
Cc1ccc(Cn2c(=O)n(Cc3ccco3)c(=O)c3oc4ccccc4c32)cc1	1%	1%	-7%
COc1ccc(OC)c(NC(=O)CSC2=Nc3ccccc3C3=NC(CC(=O)NCc4ccc5c(c4)OCO5)C(=O)N23)c1 (stereo not given)	-21%	-1%	2%
CCCN1CCN(CC2=C(C(=O)OCC)C(c3cccc(OC)c3OC)NC(=O)N2)CC1 (stereo not given)	11%	-4%	-3%
CCCN1Cc2cccc(C(=O)Nc3cccc(C(=O)OCC)c3)c2C1=O	8%	2%	25%
CNS(=O)(=O)c1cc(-c2nnc(Nc3cc(C)ccc3C)c3ccccc23)ccc1C	0%	u	10%
CCOc1ccccc1NC(=O)c1sc2nc(-c3ccc(OC)cc3)ccc2c1N	-17%	25%	u
COc1ccc(-c2cn(-c3ccc(C)cc3)c(S(=O)(=O)CC(=O)Nc3ccccc3)n2)cc1	-6%	-3%	2%
CCOC(=O)c1cccc(NS(=O)(=O)c2cc3[nH]c(=O)c(=O)[nH]c3cc2C)c1	-4%	8%	0%
C#CCSc1nc(-c2ccccc2)c2cc(Cl)ccc2n1	-17%	5%	0%
COC(=O)C(CCSC)NC(=O)c1cc2c(n(-c3ccc(C)cc3)c1=O)CC(C)(C)CC2=O (stereo not given)	-12%	1%	-13%
Cc1ccc(S(=O)(=O)Nc2cccc(-c3ccc(N4CCCCC4)nn3)c2)s1	-24%	15%	-4%
Cc1ccc(-n2c(=O)c3c(cnn3C)n(CC(=O)Nc3ccccc3C)c2=O)cc1	2%	-4%	2%
Cn1cc(-c2cc3n(n2)CCC(=O)N3CC(=O)NCc2ccccc2)c2ccccc21	-1%	7%	2%
COc1ccccc1-c1noc(CSc2nc3ccc(C)cc3[nH]2)n1	-18%	-38%	u
CCOc1ccc(NC(=O)Cn2cc(C(=O)c3ccccc3)c(=O)c3cc4c(cc32)OCO4)cc1	-28%	10%	0%
CC(C)c1ccccc1NC(=O)CN(c1ccccc1)S(=O)(=O)N(C)C	9%	-1%	-18%
CCOC(=O)N1CCc2c(sc3c2C(=O)NC(c2cc(OC)c(O)c(OC)c2)N3)C1 (stereo not given)	4%	-4%	0%
CC(C)CNC(=O)N1CCN(S(=O)(=O)c2ccc3c(ccn3C)c2)CC1	2%	14%	-12%
Cc1ccccc1OCC(=O)Nc1ccc2nc(SCC(N)=O)sc2c1	-1%	-14%	6%
COC(=O)c1c(NC(=O)/C(C#N)=C/c2ccccc2)sc2c1C(C(=O)OC)CC2 (stereo not given)	4%	-3%	-19%
Cc1ccc(C(=O)c2sc(Nc3ccc(F)cc3)nc2N)c(C)c1	13%	u	-15%
CCOc1ccc(CNC(=O)c2cnc3sc(N4CCC(C)CC4)nn3c2=O)cc1OC	-4%	6%	8%
Cc1ccc(OCc2nc(-c3ccc(C(=O)NCCc4ccc(Cl)cc4)cc3)oc2C)cc1	-4%	-7%	0%
CCN(c1ccccc1)S(=O)(=O)c1c(C)nc2scc(C)n2c1=O	6%	5%	0%
Cc1ccc2c(CC(=O)Nc3ccc(S(=O)(=O)N4CCCC(C)C4)cc3)coc2c1 (stereo not given)	3%	u	0%
CC(=O)c1ccc(NC(=O)C2CCN(S(=O)(=O)c3c(C)noc3/C=C/c3ccc(C)cc3)CC2)cc1	4%	-6%	17%
CCc1ccc(Nc2nc3c(S(=O)(=O)c4cccc(Cl)c4)nnn3c3ccsc23)cc1	6%	12%	8%
Cc1ccc(CCNC(=O)c2nnc(Cc3cccc(F)c3)o2)cc1	0%	-19%	23%
Cc1ccc(-c2cc(NC(=O)COc3ccc(Cl)c(C)c3)on2)cc1	7%	9%	5%
COc1cc(C(=O)NCC(c2cccs2)S(=O)(=O)c2ccc(F)cc2)cc(OC)c1OC (stereo not given)	5%	-2%	-13%

The final 5 compounds of the section above are carried over, then new ones follow.
mol	KB-3-1 cytotox	ATXN2 expr inh	KB-V1 MDR tox
CC(=O)c1ccc(NC(=O)C2CCN(S(=O)(=O)c3c(C)noc3/C=C/c3ccc(C)cc3)CC2)cc1	4%	-6%	17%
CCc1ccc(Nc2nc3c(S(=O)(=O)c4cccc(Cl)c4)nnn3c3ccsc23)cc1	6%	12%	8%
Cc1ccc(CCNC(=O)c2nnc(Cc3cccc(F)c3)o2)cc1	0%	-19%	23%
Cc1ccc(-c2cc(NC(=O)COc3ccc(Cl)c(C)c3)on2)cc1	7%	9%	5%
COc1cc(C(=O)NCC(c2cccs2)S(=O)(=O)c2ccc(F)cc2)cc(OC)c1OC (stereo not given)	5%	-2%	-13%
COc1ccc(/C=C/c2noc(-c3ccccc3O)n2)cc1OC	-9%	9%	1%
CN(C)c1cccc(C(=O)N2CCC(c3c[nH]c4ccccc34)(c3c[nH]c4ccccc34)CC2)c1	-17%	11%	0%
CC(=O)c1cccc(NC(=O)c2cc(-c3ccc(Cl)s3)nc3ccccc23)c1	-2%	-2%	-3%
CC(C)NC(=O)N1CCC(N2CCN(Cc3ccc(F)cc3)C(=O)C2=O)CC1	4%	6%	u
O=C(Nc1cc(-c2nc3ccccc3o2)ccc1Cl)c1cccc2c(Cl)cccc12	28%	10%	u
COC(=O)c1sccc1S(=O)(=O)N(CC(=O)NCc1ccccc1)c1ccc(C)cc1	-5%	23%	-3%
CCN(Cc1ccccc1)C(=O)CN1C(=O)CSc2ccc(S(=O)(=O)N(CC)CC)cc21	2%	-5%	25%
CNC(=O)C1CCC(Cn2c(=O)c3sccc3n(CC(=O)Nc3ccc(C)c(C)c3)c2=O)CC1 (stereo not given)	-5%	u	u
Cc1ccc(C(=O)Nc2ccccc2C(=O)OCc2cc(=O)n3nc(C4CC4)sc3n2)cc1	8%	7%	u
COc1ccc(CCNC(=O)c2ccc(Nc3nc4ccccc4n4nnnc34)cc2)cc1OC	-6%	u	0%
O=C(NCCc1ccccc1)c1ccc(CSc2nc3cccnc3n2Cc2ccccc2F)cc1	u	6%	u

Source: PubChem BioAssay (National Center for Advancing Translational Sciences (NCATS))
